MITF TRPM1 inh: inhibitors of MITF-driven TRPM1 promoter in melanoma cells. inhibition, % at 12.5 µM. AID 488899. 330,000 compounds, 0.83% hits. SK-MEL-5 TRPM1 promoter luciferase, 24 h;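 active = mean inhibition across replicates of 60% or more, whatever share of single replicates reaches that level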; note: values of inactives mirror those of a sister screen read the other way
NR2E3 ag-1: agonists of human nuclear receptor NR2E3 | GST-NR2E3/biotin-RetCOR TR-FRET, 1536-well | inhibition of corepressor binding, % at 4.78 µM | 320,000 compounds, 0.12% hits | Q9Y5X4 | AID 2300;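 active = percent inhibition above the cutoff of mean plus 3 SD of all tested compounds, set per screening campaign, cut at about 20% in these data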;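 note: 0% = DMSO wells and 100% = biotin wells as full block of FRET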
Target sequence (Q9Y5X4 whole entry, looked up): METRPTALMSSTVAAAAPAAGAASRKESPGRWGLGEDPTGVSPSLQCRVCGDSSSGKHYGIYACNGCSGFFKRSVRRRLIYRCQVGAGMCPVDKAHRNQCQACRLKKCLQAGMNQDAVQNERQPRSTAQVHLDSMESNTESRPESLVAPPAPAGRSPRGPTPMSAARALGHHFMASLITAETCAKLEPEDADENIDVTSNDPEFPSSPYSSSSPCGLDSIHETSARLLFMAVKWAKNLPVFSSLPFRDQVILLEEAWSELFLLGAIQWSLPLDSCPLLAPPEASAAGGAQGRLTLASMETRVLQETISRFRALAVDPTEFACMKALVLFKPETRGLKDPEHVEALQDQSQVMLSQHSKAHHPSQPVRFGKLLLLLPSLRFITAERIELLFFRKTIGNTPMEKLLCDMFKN
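system = GST-tagged NR2E3 plus biotinylated RetCOR corepressor | input = 1.35 nM GST-NR2E3 | also added = 7 nM biotin-RetCOR | schedule = 5 h incubation at 4 °C | measured by = TR-FRET with europium anti-GST and streptavidin-D2, 340 nm excitation | read-out = percent loss of FRET ratio relative to control wells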
Shn3 inh set2: reduces Shn3 3'UTR luciferase signal in osteoblasts; inhibition, % at 12.5 µM; AID 588674; 360,000 compounds, 0.52% hits; Clone20 osteoblast Shn3 3'UTR firefly luciferase, 24 h;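 active = mean inhibition of at least 75% with every replicate also reaching 75%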;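 note: 0% = median of neutral control wells and 100% = pilot-screen positive control compound; some compounds past the cut are filed as inactive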
KKLEB tox: reduces viability of KKLEB cystic fibrosis airway cells; activity change (cytotoxicity), % at 5 µM; 360,000 compounds, 0.36% hits; AID 602141; KKLEB CF airway cells viability, ATPlite luminescence, overnight; hits give low values; cells stimulated with P. aeruginosa culture filtrate;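 active = corrected activity change at or below -50% at 5 µM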
NR2E3 ag-2: human photoreceptor-specific nuclear receptor agonism | CHO-S Gal4-NCOR/VP16-NR2E3 two-hybrid, luciferase | inhibition of corepressor binding, % at 3.98 µM | AID 602229 | 360,000 compounds, 0.35% hits | Q9Y5X4;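 active = inhibition above the mean of all tested compounds plus 3 SD, cut at about 70% in these data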;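 note: 0% = DMSO with NR2E3 transfected cells and 100% = cells lacking NR2E3 construct; higher means lower luciferase signal from less NR2E3 corepressor binding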
CF NFkB inh: inhibitors of cystic fibrosis induced NF-kB. KKLEB NF-kB-GFP reporter, PAF-induced, GFP fluorescence overnight. inhibition, % at 5 µM. AID 588850. 360,000 compounds, 0.86% hits;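 active = at least 50% inhibition at 5 µM, scaled per plate between neutral and stimulator controls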;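 note: PAF is a Pseudomonas aeruginosa culture filtrate used as stimulus; plate controls were PAF-stimulated DMSO wells for no effect and unstimulated DMSO wells for full effect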
TWEAK-Fn14 inh: inhibitors of TWEAK-Fn14 interaction signaling. 360,000 compounds, 2% hits. inhibition, % at 10 µM. AID 1159606. TWEAK-stimulated Fn14 reporter cells, luciferase luminescence, 8 h; in the data active = inhibition above about 50%
Peg3 prom inh: reduces Peg3 promoter-driven luciferase expression in HeLa; 360,000 compounds, 1.7% hits; HeLa PEG-Prom luciferase reporter, luminescence, overnight; AID 588405; inhibition, % at 20 µM;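 active = inhibition of at least 50% at 20 µM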
TROY NFkB inh: TROY signaling inhibition | 360,000 compounds, 0.98% hits | AID 1347056 | Q293 LMP1-TROYcd NF-kB luciferase reporter, 4 h | inhibition, % at 10 µM;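 active = compounds whose plate-normalised and pattern-corrected inhibition of the luciferase reporter signal at the single screening dose is 50% or more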
TRAIL sens C8: sensitizes caspase-8 expressing cells to TRAIL. NB7+C8 cells + TRAIL, ATPlite viability luminescence. inhibition (viability loss, TRAIL sensitization), % at 10 µM. 360,000 compounds, 1% hits. AID 624354;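 active = compounds causing at least 50% loss of cell viability in the single-dose screen, relative to plate controls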
HIF-2a block: inhibitors of HIF-2a; 786-0 RCC cells HIF-2a reporter, luciferase luminescence, overnight; inhibition, % at 18.8 µM; 360,000 compounds, 0.72% hits; AID 624352;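 active = inhibition of the luminescence signal of 40% or more relative to plate controls, in a single-dose primary screen at 18.75 µM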
* hit, by the source's call; . = no result given.

SMILES	MITF TRPM1 inh	NR2E3 ag-1	Shn3 inh set2	KKLEB tox	NR2E3 ag-2	CF NFkB inh	TWEAK-Fn14 inh	Peg3 prom inh	TROY NFkB inh	TRAIL sens C8	HIF-2a block
Cc1cc([N+](=O)[O-])nn1CC(=O)Nc1ccccn1	11	4	-11	-1	11	10	0	18	10	-4	11
COc1ccc(C=C2Cc3ccccc3C2=O)cc1	.	.	-32	-15	-46	-59	-16	-202	-85	10	-255
CCc1nnc(NC(=O)Cn2nc(-c3ccccc3OC)ccc2=O)s1	7	-2	9	13	-16	0	9	12	11	19	10
Fc1cccc(Nc2nc(Cl)nc(Cl)n2)c1	-14	1	-3	0	10	4	-14	9	7	0	17
N#Cc1ccc(-c2nc3c4ccccc4ccn3c2Cc2ccsc2)cc1	.	.	.	.	-52	.	-7	.	-48	12	-44
CCc1ccc2c(c1)C1(SC(NC(C)=O)=NN1C(C)=O)C(=O)N2CC (stereo unspecified)	10	2	-8	6	10	0	-7	16	0	-4	22
CC1CCc2c(C(=O)NCC3CCCO3)csc2C1 (stereo unspecified)	-18	1	-30	10	-41	-1	-22	-83	-47	-1	-157
O=C(Nc1ccccc1)OCCCc1ccccc1	-53	-1	-6	14	-57	-5	-39	-200	-18	6	-274
CNC(=O)c1sccc1SCc1c(Cl)cccc1Cl	12	2	2	-2	21	-20	21	5	1	-6	-4
Cc1cccc(C(=O)Nc2cccc3c2CCCC3)c1	-17	3	-7	13	-6	-27	-26	-22	-20	0	-79
COCCCN(C(=O)C1CCC1)c1c(N)n(Cc2ccccc2)c(=O)[nH]c1=O	6	4	-1	-1	-23	10	-5	14	13	-6	-3
NC(=O)c1ccc(SCC(=O)OCC(=O)NCC2CCCCC2)c([N+](=O)[O-])c1	2	5	4	7	-5	-39	-6	-12	15	-3	7
CCN1C(=O)[C@@H]2[C@@H](c3ccc(-c4ccc(OC)cc4)c(OC)c3)N3CCC[C@@]3(C(=O)OC)[C@@H]2C1=O	5	4	16	7	-22	-4	-1	-3	-9	-13	12
Cc1nnc(N/N=C\c2ccc(-c3ccccc3[N+](=O)[O-])o2)n1N	0	-3	-27	-10	3	-6	-4	-8	5	12	-41
CCOC(=O)CC1COc2ccccc2N1C(=O)c1ccc(C)cc1 (stereo unspecified)	-6	-4	5	-5	-14	-1	-6	15	0	-10	13
Cc1cc(NC(=O)CSc2nnc(-c3cccc(Cl)c3)o2)no1	-7	2	-11	4	-13	-2	18	-38	-22	7	-50
CC(=O)Nc1cccc(-n2nnc(SCC(=O)N(C)c3ccccc3)n2)c1	9	-5	-6	-14	-6	-4	5	15	-6	-11	9
CCCCc1nc2ccccc2c(NC(=O)CN2CCCC2)c1CCC	3	2	-8	6	-12	1	-3	16	-2	-20	-5
Cc1cccc(N/N=C(\C#N)S(=O)(=O)C(C)(C)C)c1	-2	-3	18	2	-2	6	10	4	10	-10	5
CCOP(=O)(OCC)C(NC(=O)Nc1cccc(Cl)c1)c1ccccc1 (stereo unspecified)	10	6	14	-7	16	19	13	23	-7	9	24
CCC(c1nnnn1CC1CCCO1)N(CCCO)Cc1cc2cccc(C)c2[nH]c1=O (stereo unspecified)	18	-3	6	5	-16	5	3	2	-9	-7	16
CCN(CC)C(=O)[C@H]1C[C@H](CC(=O)NCc2cccc(C(F)(F)F)c2)C(=O)N2CCc3c([nH]c4ccc(Cl)cc34)[C@]12C	21	.	5	-1	4	8	37	48	43	13	-18
CCC(=O)NNc1nc2c(F)cccc2s1	-5	1	-18	0	1	-8	7	6	10	24	10

Part of the list above in another layout:
Under each structure: MITF TRPM1 inh	NR2E3 ag-1	Shn3 inh set2	KKLEB tox	NR2E3 ag-2	CF NFkB inh	TWEAK-Fn14 inh	Peg3 prom inh	TROY NFkB inh	TRAIL sens C8	HIF-2a block
CCc1nnc(NC(=O)Cn2nc(-c3ccccc3OC)ccc2=O)s1
→ 7	-2	9	13	-16	0	9	12	11	19	10
Fc1cccc(Nc2nc(Cl)nc(Cl)n2)c1
→ -14	1	-3	0	10	4	-14	9	7	0	17
N#Cc1ccc(-c2nc3c4ccccc4ccn3c2Cc2ccsc2)cc1
→ .	.	.	.	-52	.	-7	.	-48	12	-44
CCc1ccc2c(c1)C1(SC(NC(C)=O)=NN1C(C)=O)C(=O)N2CC (stereo unspecified)
→ 10	2	-8	6	10	0	-7	16	0	-4	22

Shown with values under each structure: part of the list above
Below each compound: MITF TRPM1 inh, NR2E3 ag-1, Shn3 inh set2, KKLEB tox, NR2E3 ag-2, CF NFkB inh, TWEAK-Fn14 inh, Peg3 prom inh, TROY NFkB inh, TRAIL sens C8, HIF-2a block
- CCc1nnc(NC(=O)Cn2nc(-c3ccccc3OC)ccc2=O)s1
 : 7, -2, 9, 13, -16, 0, 9, 12, 11, 19, 10
- Fc1cccc(Nc2nc(Cl)nc(Cl)n2)c1
 : -14, 1, -3, 0, 10, 4, -14, 9, 7, 0, 17
- N#Cc1ccc(-c2nc3c4ccccc4ccn3c2Cc2ccsc2)cc1
 : ., ., ., ., -52, ., -7, ., -48, 12, -44

An excerpt from above in order of their number in TWEAK-Fn14 inh, smallest number first:
SMILES	TWEAK-Fn14 inh
Cc1cccc(C(=O)Nc2cccc3c2CCCC3)c1	-26
Fc1cccc(Nc2nc(Cl)nc(Cl)n2)c1	-14
N#Cc1ccc(-c2nc3c4ccccc4ccn3c2Cc2ccsc2)cc1	-7
Cc1cc(NC(=O)CSc2nnc(-c3cccc(Cl)c3)o2)no1	18
CNC(=O)c1sccc1SCc1c(Cl)cccc1Cl	21
CCN(CC)C(=O)[C@H]1C[C@H](CC(=O)NCc2cccc(C(F)(F)F)c2)C(=O)N2CCc3c([nH]c4ccc(Cl)cc34)[C@]12C	37

A portion of the library; count on the stated rates, not on these rows.
